Compound activity deposited in PubChem by several laboratories.
TROY signal inh – inhibitors of TROY-dependent NF-kB signaling. 0.98% of 360,000 active. inhibition, % at 10 µM. Q293 LMP1-TROYcd NF-kB luciferase reporter, 4 h;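 active means compounds whose plate-normalised and pattern-corrected inhibition of the luciferase reporter signal at the single screening dose is 50% or more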
SRC3 inh – human NCOA3 inhibition | HEK293 GAL4-SRC3 luciferase reporter, luminescence | inhibition, % at 3.6 µM | 0.17% of 360,000 active;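 active means inhibition above a per-campaign cutoff, the mean of all compounds plus 3 SD, cut at about 60% in these data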;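 further: 0% = DMSO-treated cells and 100% = gossypol-treated cells at 36 µM; higher means less SRC3-driven luciferase light from the GAL4 reporter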
COUP-TFII inh – inhibitors of human COUP-TFII (NR2F2) | P24468 | HEK293T NGFI-A luciferase reporter, luminescence | inhibition, % at 8.6 µM | 0.7% of 370,000 active | AID 686940;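 active means inhibition above a per-plate cutoff, mean inhibition of test wells between control levels plus 3 SD, cut at about 38% in these data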;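 further: cells cotransfected with COUP-TFII expression vector driving the NGFI-A reporter; 0% = median of COUP-TF2 test wells and 100% = reporter-only cells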
TRAIL sens C8 – sensitizes caspase-8 expressing cells to TRAIL | NB7+C8 cells + TRAIL, ATPlite viability luminescence | inhibition (viability loss, TRAIL sensitization), % at 10 µM | 1% of 360,000 active;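 active means compounds causing at least 50% loss of cell viability in the single-dose screen, relative to plate controls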
Shn3 3UTR inh – Schnurri-3 reporter inhibition in Clone20 osteoblasts | Clone20 osteoblast Shn3 3'UTR firefly luciferase, 24 h | inhibition, % at 12.5 µM | 0.52% of 360,000 active;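 active means mean inhibition of at least 75% with every replicate also reaching 75%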;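 further: 0% = median of neutral control wells and 100% = pilot-screen positive control compound; some compounds past the cut are filed as inactive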
KKLEB cytotox – CF airway cell cytotoxicity counter-screen; activity change (cytotoxicity), % at 5 µM; 0.36% of 360,000 active; KKLEB CF airway cells viability, ATPlite luminescence, overnight; stronger effect = lower value; cells stimulated with P. aeruginosa culture filtrate;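 active means corrected activity change at or below -50% at 5 µM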
NCOA1 inh – human NCOA1 inhibition; Q15788; HEK293 GAL4-SRC1 luciferase reporter, luminescence; inhibition, % at 3.6 µM; 0.12% of 360,000 active;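 active means inhibition above the campaign mean plus 3 SD, with each screening campaign given its own cutoff, cut at about 60% in these data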;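 further: 0% = DMSO treated cells and 100% = gossypol at 36 µM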
Target sequence (Q15788 whole entry, looked up, the tested form may be a part): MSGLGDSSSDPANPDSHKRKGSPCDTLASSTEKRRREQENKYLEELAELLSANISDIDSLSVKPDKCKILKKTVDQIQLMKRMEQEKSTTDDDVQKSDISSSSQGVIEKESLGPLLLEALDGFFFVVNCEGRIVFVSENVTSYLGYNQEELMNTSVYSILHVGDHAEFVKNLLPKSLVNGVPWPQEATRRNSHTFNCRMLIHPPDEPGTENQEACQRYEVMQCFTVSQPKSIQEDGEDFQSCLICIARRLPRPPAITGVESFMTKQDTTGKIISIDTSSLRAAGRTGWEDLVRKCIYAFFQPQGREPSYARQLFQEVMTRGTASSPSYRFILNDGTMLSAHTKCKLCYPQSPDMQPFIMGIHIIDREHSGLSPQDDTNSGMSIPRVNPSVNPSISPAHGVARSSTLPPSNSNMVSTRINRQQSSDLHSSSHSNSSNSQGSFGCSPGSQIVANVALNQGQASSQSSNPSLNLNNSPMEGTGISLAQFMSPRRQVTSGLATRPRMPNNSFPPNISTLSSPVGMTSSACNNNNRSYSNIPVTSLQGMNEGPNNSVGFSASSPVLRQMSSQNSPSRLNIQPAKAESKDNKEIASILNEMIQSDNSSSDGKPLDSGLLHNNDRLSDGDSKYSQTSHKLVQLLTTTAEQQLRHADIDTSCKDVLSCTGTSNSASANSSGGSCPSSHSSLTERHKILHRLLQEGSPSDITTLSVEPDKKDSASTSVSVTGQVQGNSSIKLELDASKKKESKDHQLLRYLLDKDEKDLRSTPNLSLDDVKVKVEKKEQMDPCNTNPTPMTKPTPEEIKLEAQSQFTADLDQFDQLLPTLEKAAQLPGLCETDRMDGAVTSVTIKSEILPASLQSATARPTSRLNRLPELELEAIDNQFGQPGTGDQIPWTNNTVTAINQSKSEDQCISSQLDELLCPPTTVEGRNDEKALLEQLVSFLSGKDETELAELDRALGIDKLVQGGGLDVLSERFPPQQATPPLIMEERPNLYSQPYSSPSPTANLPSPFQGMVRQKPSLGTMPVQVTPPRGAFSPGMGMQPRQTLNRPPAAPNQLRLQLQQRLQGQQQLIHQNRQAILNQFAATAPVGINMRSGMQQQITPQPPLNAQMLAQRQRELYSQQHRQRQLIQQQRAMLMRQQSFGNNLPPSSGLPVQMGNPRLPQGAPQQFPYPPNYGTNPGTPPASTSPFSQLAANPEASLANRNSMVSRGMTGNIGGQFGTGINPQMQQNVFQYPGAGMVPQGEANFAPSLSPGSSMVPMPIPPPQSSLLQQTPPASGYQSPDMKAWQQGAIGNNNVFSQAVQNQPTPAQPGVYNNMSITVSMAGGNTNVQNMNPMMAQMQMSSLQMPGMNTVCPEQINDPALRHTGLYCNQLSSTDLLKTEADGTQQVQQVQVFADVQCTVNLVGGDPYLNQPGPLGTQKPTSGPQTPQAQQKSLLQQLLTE
NR5A2 inv ag – inverse agonists of human LRH-1 (NR5A2). HEK293T StAR-luciferase reporter, LRH-1 transfected, 24 h. inhibition, % at 3.6 µM. 0.13% of 360,000 active. AID 602396;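 active means inhibition above the mean inhibition of all tested compounds plus 3 SD, cut at about 73% in these data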;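 further: 0% = DMSO wells and 100% = reporter-only cells lacking LRH-1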
TWEAK-Fn14 inh – blocks TWEAK-Fn14 interaction in a reporter cell assay. TWEAK-stimulated Fn14 reporter cells, luciferase luminescence, 8 h. inhibition, % at 10 µM. 2% of 360,000 active. AID 1159606; in the data active means inhibition above about 50%
CF NFkB block – cystic fibrosis NF-kB activation inhibition | KKLEB NF-kB-GFP reporter, PAF-induced, GFP fluorescence overnight | inhibition, % at 5 µM | 0.86% of 360,000 active | AID 588850;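 active means at least 50% inhibition at 5 µM, scaled per plate between neutral and stimulator controls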;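 further: PAF is a Pseudomonas aeruginosa culture filtrate used as stimulus; plate controls were PAF-stimulated DMSO wells for no effect and unstimulated DMSO wells for full effect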
EBV LMP1 NFkB – Epstein-Barr LMP1 NF-kappaB reporter inhibition; LMP1-induced NF-kappaB luciferase reporter cells, luminescence; inhibition, % at 12.5 µM; 0.69% of 350,000 active; AID 504558; in the data active means inhibition above about 41%;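 further: 0% = neutral control wells and 100% = reference inhibitor control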
* hit, by the source's call; nt = not tested or not shown. A portion of the library (hit frequency here may not be typical).

SMILES	TROY signal inh	SRC3 inh	COUP-TFII inh	TRAIL sens C8	Shn3 3UTR inh	KKLEB cytotox	NCOA1 inh	NR5A2 inv ag	TWEAK-Fn14 inh	CF NFkB block	EBV LMP1 NFkB
Cc1cc(NC(=O)c2cc(-c3ccc(OC(C)C)cc3)nc3ccccc23)no1	-32	-30	-13	33	-1	-11	-21	-27	-18	-14	-3
Cc1cc(SCC(=O)NC(=O)NCc2ccco2)nc2c(C)cccc12	-4	1	-1	-26	0	6	15	12	-8	19	-7
COc1cccc(C(c2sc3ncnn3c2O)N2CCN(C(=O)c3ccco3)CC2)c1 (stereo not drawn)	2	5	-13	-6	-3	-1	-22	14	-5	21	4
COc1ccc(CNC(=O)C2CCCN(S(=O)(=O)c3cc(C)ccc3OC)C2)cc1 (stereo not drawn)	-11	9	7	-6	16	-3	-2	-6	13	-15	4
CCCCNS(=O)(=O)CCNCc1ccco1	-1	-21	-2	17	-2	22	-5	7	-9	-18	-1
COc1cccc(C(=O)NCc2ccc3c(c2)OCO3)c1	1	-15	-4	-30	-6	-10	1	6	3	-11	0
COc1ccc(OCC(O)CNC(=O)c2ccc(OC)cc2)cc1 (stereo not drawn)	-5	0	-2	2	-19	-28	2	-5	-4	-17	-2
COc1ccc(NC(=O)CN(C)C(=O)CSc2ccc(Br)cc2)cc1	-6	-5	-4	-14	-7	-1	-2	11	10	-2	1
CCCCN(Cc1ccccc1)S(=O)(=O)c1ccc2[nH]c(=O)oc2c1	2	6	-5	2	-11	0	-6	29	-2	-9	0
COc1ccc(-c2csc(N3C(=O)CNC3=S)n2)cc1	21	-63	-32	22	-47	-4	-121	-106	61*	-7	-4
CCOC(=O)c1cn(Cc2ccccc2)c2cc(C)nn2c1=O	-4	18	6	-14	17	5	-17	-5	-2	-11	-1
COc1cc(NC(=O)c2ccc(Br)o2)ccc1NC(=O)c1ccccc1Cl	-17	-2	-1	15	-18	24	11	17	7	-15	1
COc1cc2ccccc2cc1C(=O)NC1CCC(C)CC1 (stereo not drawn)	-42	-30	-35	20	56	15	-91	-67	-29	-7	-38
Cc1ccc(S(=O)(=O)N(C)C)cc1NC(=O)CSc1ccc2c(c1)OCCO2	-3	-12	-1	0	-11	5	1	-22	11	13	4
O=C(O)C(S)C(S)C(=O)O (stereo not drawn)	-13	6	nt	-3	-15	23	3	3	-4	-11	-3
COCc1ccc(C(=O)N2CCC(CCC(=O)Nc3cccc(C)c3)CC2)s1	3	5	40*	-11	-2	2	15	11	-19	11	16
N/C(=N\OC(=O)Cc1ccc(-c2ccccc2)cc1)c1ccccn1	70*	-14	0	-7	24	5	-10	27	70*	4	3
O=C1CCCCC1(c1ccccc1)c1ccccc1	-2	-2	14	-8	-2	6	6	5	6	4	8
CC1(C(=O)NS(=O)(=O)c2ccccc2)CCN1C(=O)Cc1cccs1 (stereo not drawn)	3	0	-2	-15	-27	-1	-9	4	7	26	nt
CN(C)c1nc(-c2ccccc2)ncc1S(=O)(=O)c1ccccc1	-27	8	-16	-4	-8	-4	-14	-16	-15	24	-9
Oc1c(Br)cc(Br)cc1/C=N/Nc1ccc(Cl)nn1	-3	17	1	9	95*	-20	5	-1	-12	3	45*
O=S(=O)(Oc1ccc(C(=S)N2CCOCC2)cc1)c1ccc(Cl)cc1	6	-4	-10	9	6	-6	7	17	-10	4	2
COc1ccc(N(CC(=O)Nc2ccc(F)cc2F)S(=O)(=O)c2c(C)nn(C)c2C)cc1	23	15	-2	2	-5	-3	13	9	10	2	-3
CCc1ccc(NC(=O)c2ccc3c(c2)C(=O)N(CCOC)C3Nc2ccc(CC)cc2)cc1 (stereo not drawn)	-38	-5	-15	8	10	-1	-6	-3	2	-2	-42
Cn1nc(C(=O)N2CCN(S(=O)(=O)c3ccc(Cl)cc3)CC2)c2ccccc2c1=O	28	5	3	-21	16	-11	-8	-4	9	-10	5

Retrieved by compound from above:
SMILES	TROY signal inh	SRC3 inh	COUP-TFII inh	TRAIL sens C8	Shn3 3UTR inh	KKLEB cytotox	NCOA1 inh	NR5A2 inv ag	TWEAK-Fn14 inh	CF NFkB block	EBV LMP1 NFkB
COc1cc2ccccc2cc1C(=O)NC1CCC(C)CC1 (stereo not drawn)	-42	-30	-35	20	56	15	-91	-67	-29	-7	-38
COc1cc(NC(=O)c2ccc(Br)o2)ccc1NC(=O)c1ccccc1Cl	-17	-2	-1	15	-18	24	11	17	7	-15	1
COc1cccc(C(c2sc3ncnn3c2O)N2CCN(C(=O)c3ccco3)CC2)c1 (stereo not drawn)	2	5	-13	-6	-3	-1	-22	14	-5	21	4

(continued)
SMILES	TROY signal inh	SRC3 inh	COUP-TFII inh	TRAIL sens C8	Shn3 3UTR inh	KKLEB cytotox	NCOA1 inh	NR5A2 inv ag	TWEAK-Fn14 inh	CF NFkB block	EBV LMP1 NFkB
CC1CCCCN1CCCNC(=O)c1ccc(Br)cc1 (stereo not drawn)	-14	8	7	-8	8	0	7	15	-5	-3	-1
COc1cc(/C=N/N=C(/N)c2nonc2N)cc(Br)c1OCc1ccccc1C	-34	-37	-17	13	23	-2	-1	-76	-18	-6	14
N#CCSc1nc2ccccc2c(=O)n1CCCC(=O)NCC1CCCO1 (stereo not drawn)	8	18	8	3	15	6	-26	16	-9	0	4
Cc1cc(C)c2nc3c(c(C(=O)O)c2c1)CCC3	-4	-30	15	4	4	-9	-7	-36	-15	13	-31
Cc1cccc(-n2c(C)nc3ccsc3c2=O)c1	-2	7	-20	6	20	-2	5	17	10	1	5
CC1CN(S(=O)(=O)c2cccc(C(=O)Nc3cc(Cl)ccc3N3CCOCC3)c2)CC(C)O1 (stereo not drawn)	14	1	8	-7	26	-20	1	4	0	34	7
Cc1ccc(S(=O)(=O)N2CCN(C(=O)CCCOc3cccc(C)c3)CC2)cc1	-14	5	8	16	16	-11	6	9	-3	37	6
NS(=O)(=O)c1ccc(NC(=O)COC(=O)CCC2CCCC2)cc1	-1	23	9	-4	5	5	8	3	8	14	-3
Cc1ccc(C)n1-n1cnc2scc(-c3cccs3)c2c1=O	3	8	-4	-15	14	-5	-1	-3	1	16	-7
CCCn1c2ccc(F)cc2c2nnc(SCCN3CCCCC3)nc21	-10	-19	-15	-13	30	-11	-23	1	-27	-47	-12
Cc1cc(C(=O)CN2CCCCC2)c(C)n1-c1ccc(F)cc1	-10	-40	-3	8	-22	-8	-82	-69	-4	8	-24
O=C(Nc1ccccc1N1CCN(c2ccc(F)cc2)CC1)c1ccccc1	-68	-40	9	3	8	-6	12	7	-9	-9	1
CC1=C(C(=O)Nc2ccc(CC(=O)NCc3ccc(OC(C)C)cc3)cc2)SCCO1	-13	-57	-98	56*	-108	-16	-100	-57	-25	18	-12
O=C(c1cccc(S(=O)(=O)N2CCOCC2)c1)N1CCOCC1	-16	25	-19	-6	-7	9	-7	-5	-17	-3	0
Cc1c(Cl)cccc1NC(=O)CNC(=O)C1CC(=O)N(C2CCCC2)C1 (stereo not drawn)	4	-9	-9	-22	-4	0	-2	-14	3	2	4
Cc1cc(-c2nc3ccccc3s2)ccc1N	32	-119	-19	72*	-11	-29	-129	-140	83*	-32	2
Cc1ccc(C(=O)NCCc2ccc(S(N)(=O)=O)cc2)o1	-1	9	8	-14	14	3	0	6	0	10	8
N#CCCN(Cc1cccnc1)S(=O)(=O)c1ccc(S(=O)(=O)NC2CCCCC2)cc1	3	4	11	-6	18	2	10	17	-7	8	4
O=C(Nc1ccc(Cl)cc1C(=O)Nc1ccc(Br)cn1)c1ccco1	-1	21	13	-4	5	3	-2	-17	11	-2	-3
C=C1CC[C@@H]2[C@](C)(CCC[C@@]2(C)/C=C/[C@@H](O)C(C)(C)O)[C@H]1CC(=O)NCCS(=O)(=O)O	-2	-7	4	-18	-14	16	0	17	12	-16	-9
COc1ccc2[nH]c(=O)c(CNc3ccccc3)cc2c1	0	-79	-17	9	-94	-6	-101	-113	-38	-1	-22
O=C(O)CCC(=O)N(Cc1ccco1)C1CC(=O)N(c2ccccc2)C1=O (stereo not drawn)	1	-2	9	-4	-11	5	-14	-9	-15	1	10
Cc1ccc(OCC(=O)Nc2ccc3c(c2)C(=O)NC3=O)c(C)c1	-12	15	7	0	-9	1	-29	11	-1	16	1
Cc1ccc(C(=O)N/C(=C\c2ccc(-c3ccccc3[N+](=O)[O-])o2)C(=O)NCCN(C)C)cc1	3	-1	-7	54*	-17	5	-50	16	16	-11	-2
COc1cc(C(=O)NCCC(=O)NC2CCCCC2)cc(OC)c1OC	8	13	-5	-14	-3	15	4	15	2	10	-6
Next structures follow:
SMILES	TROY signal inh	SRC3 inh	COUP-TFII inh	TRAIL sens C8	Shn3 3UTR inh	KKLEB cytotox	NCOA1 inh	NR5A2 inv ag	TWEAK-Fn14 inh	CF NFkB block	EBV LMP1 NFkB
CC1(c2nnc(-c3cccc(Cl)c3)o2)CC(c2ccc(C#N)cc2)=NO1 (stereo not drawn)	-12	12	1	-7	5	6	10	3	-23	17	2
O=C(Nc1cccc2ncccc12)c1ccco1	1	-2	9	1	-18	-2	6	14	29	11	2
CCN1CCC(=NNC(=O)CC23CC4CC(CC(C4)C2)C3)CC1	4	7	3	-2	6	7	-8	-11	-20	-6	-5
O=C(N/N=C/c1cccs1)c1ccc2ccccc2c1	-64	-25	-29	45	-27	-8	-84	-38	6	-9	-1
CCN(CC)c1ccc(NC(=O)COC(=O)C2CCN(c3ccc(C(F)(F)F)cn3)CC2)cc1	-10	14	-7	-8	-19	-2	-8	-19	1	-2	-2
Nn1c(SCC(=O)N2CCCc3ccccc32)nncc1=O	-19	-6	2	-9	-16	-2	0	-7	-2	-14	-10
Cc1cc(C)nc(NC(=O)NS(=O)(=O)Nc2ccc(Br)cn2)n1	12	11	nt	12	-9	-1	-4	2	-1	5	1
CCOC(=O)Nc1ccc2c(c1)N(C(=O)CN1CCN(C)CC1)c1ccccc1CC2	2	4	-8	-3	-10	6	-8	-7	-8	-11	7
CC(C)NC(=O)NNC(=O)Cn1nnc(-c2cccc(Cl)c2Cl)n1	-8	17	1	8	3	-8	16	-3	3	4	-8
O=C(/C=C/c1ccccc1)Nc1nc(-c2ccncc2)cs1	53*	-9	12	41	-15	-15	-2	-23	30	-32	14
Cc1nn(C)c(C)c1/C=N/NC(=O)C(C)(C)Oc1ccc(Cl)cc1	-7	18	nt	-13	-6	-1	12	4	-16	10	-3
Cc1cc(Br)cnc1NC(=S)Nc1ccc(F)cc1F	-24	4	3	2	0	4	5	-19	1	0	-2
Cc1ccc(C2(C(F)(F)F)NC(=O)N3CCN=C3S2)cc1 (stereo not drawn)	-10	-3	21	7	-7	-9	-1	4	29	0	4
COc1ccccc1NS(=O)(=O)c1ccc(/C=C/C(=O)O)cc1	-18	2	9	-1	-1	-7	10	-5	-10	14	8
COc1cccc(NC(=O)CNS(=O)(=O)c2ccc3nc(C)sc3c2)c1	12	-7	13	-13	2	7	-19	-9	-2	0	-5
Cc1ccc(NC(=O)c2ccccc2-c2ccccc2C(=O)O)cc1	5	2	1	-8	-15	2	1	1	-12	3	-2
COc1ccnc(Oc2ccc(F)cc2)c1C(=O)N/C=N/OCc1ccc(F)cc1Cl	1	7	26	10	12	-14	9	9	25	-10	-10
CCOC(=O)C1=C(c2ccccc2)NC(SCC(=O)Nc2ccc(C)cc2)=C(C#N)C1c1ccco1 (stereo not drawn)	21	16	nt	2	15	-16	5	-5	25	9	5
CN(C1CCCCC1)S(=O)(=O)c1ccc(=S)[nH]c1	7	1	-6	2	6	0	5	-6	-14	13	-3
